# Screening results: PubChem BioAssay, Sanford-Burnham Center for Chemical Genomics
# CCR6 antagonist: CCR6 receptor antagonists, primary screen, cell-based, CHO-K1, luminescence, beta-arrestin, uHTS | inhibition, % at 20 µM | C-C chemokine receptor type 6 (Homo sapiens), P51684 | CHO-K1 CCR6 PathHunter beta-arrestin, CCL20-stimulated | AID 493098, 2011 | actives 0.49% (n = 340,000);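 active = compounds whose inhibition of the agonist-driven luminescence signal at 20 µM reaches about 50%, limit read from the data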;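 also: cells stimulated with CCL20 at 14 nM final; plate controls were DMSO with CCL20 for no effect and DMSO without agonist for full effect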
# ATG4B inh: ATG4B protease inhibitors, primary screen, biochemical, fluorescence, uHTS | Cysteine protease ATG4B (Homo sapiens), Q9Y4P1 | inhibition, % at 8.33 µM | ATG4B cleavage of LC3-PLA2, NBD-HPC fluorescence, 1 h | actives 0.51% (n = 340,000); in the data active = inhibition above about 40%
# Target sequence (Q9Y4P1 whole entry, looked up): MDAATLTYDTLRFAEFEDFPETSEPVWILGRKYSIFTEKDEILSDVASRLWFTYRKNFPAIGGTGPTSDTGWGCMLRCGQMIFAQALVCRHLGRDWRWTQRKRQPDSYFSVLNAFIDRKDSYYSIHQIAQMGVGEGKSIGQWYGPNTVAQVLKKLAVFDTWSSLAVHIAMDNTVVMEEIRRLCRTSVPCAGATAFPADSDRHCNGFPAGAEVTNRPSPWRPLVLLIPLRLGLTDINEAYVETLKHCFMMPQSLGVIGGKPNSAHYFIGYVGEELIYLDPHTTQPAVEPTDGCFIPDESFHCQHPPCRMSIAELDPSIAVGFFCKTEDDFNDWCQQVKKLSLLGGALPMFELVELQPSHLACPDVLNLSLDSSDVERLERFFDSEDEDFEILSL
# EBI2 antag: EBI2 receptor antagonists, beta-arrestin recruitment, primary screen, cell-based, luminescence, 7a,25-OHC stimulation, uHTS; 7a,25-OHC stimulated; inhibition, % at 5 µM; actives 0.81% (n = 360,000); AID 651636, 2012; in the data active = inhibition above about 38%;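 also: enzyme fragment complementation signal reports receptor beta-arrestin coupling in cells; 0% = agonist plus DMSO wells and 100% = wells without agonist; some results beyond the cut were filed as inactive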
# Target sequence (P32249 whole entry, looked up, the tested form may be a part): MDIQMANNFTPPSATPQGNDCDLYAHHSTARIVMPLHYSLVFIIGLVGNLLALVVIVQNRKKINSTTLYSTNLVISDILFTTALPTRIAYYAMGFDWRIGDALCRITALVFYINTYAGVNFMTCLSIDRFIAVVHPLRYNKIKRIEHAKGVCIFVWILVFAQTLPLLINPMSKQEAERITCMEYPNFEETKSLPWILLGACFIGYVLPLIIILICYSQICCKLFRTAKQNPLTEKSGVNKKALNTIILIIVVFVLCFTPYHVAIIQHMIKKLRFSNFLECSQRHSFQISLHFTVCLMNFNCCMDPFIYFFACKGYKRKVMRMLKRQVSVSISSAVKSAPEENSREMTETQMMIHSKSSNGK
# APJ antagonist: antagonists of human apelin receptor APJ, primary screen, CHO-K1 cells, beta-arrestin complementation, luminescence; actives 0.32% (n = 330,000); inhibition, % at 20 µM;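 active = inhibition above about 40% at 20 µM, limit read from the data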;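 also: cells challenged with 10 nM apelin-13 agonist together with compound; plate controls were apelin-13 plus DMSO wells for no effect and DMSO wells lacking apelin-13 for full effect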
# UBC13 inh: UBC13 polyubiquitin chain formation inhibitors, primary screen, biochemical, TR-FRET, uHTS; Ubiquitin-conjugating enzyme E2 N (Homo sapiens), P61088; inhibition, % at 20 µM; actives 0.47% (n = 330,000); AID 485273, 2010; in the data active = inhibition above about 45%, passing the limit was not always enough
# Gli-Sufu block: Gli-Sufu pathway antagonists, primary screen, luciferase luminescence, Sufu-KO-LIGHT cells, uHTS; actives 0.74% (n = 340,000); Sufu-KO-LIGHT fibroblasts, Gli luciferase reporter luminescence; inhibition, % at 5 µM;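 active = inhibition above about 55%, limit read from the data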;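 also: 0% = DMSO-treated cells and 100% = wells with medium but no cells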
# APJ ag: agonists of human apelin receptor APJ, primary screen, CHO-K1 cells, PathHunter beta-arrestin, luminescence; P35414; actives 0.11% (n = 330,000); activation, % at 20 µM; 0% DMSO wells, 100% apelin;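 active = activation more than six SD over the plate average, tested at 20 µM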;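 also: 0% = DMSO alone and 100% = apelin-13 at 10 nM; some results filed as inactive read as strong as hits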
#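 Incubation: overnight seeding, 90 min compound at 25 °C, 1 h detection; test system: PathHunter CHO-K1 APJ (AGTRL-1) beta-arrestin reporter cells; amount: 1000 cells/well; doses: one dose, 20 µM compound, 1% DMSO; measured by: beta-gal luminescence; measure: agonist-driven arrestin binding to APJ; benchmarks: negative DMSO alone, positive Apelin-13 at 10 nM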
# CXCR6 inh: CXCR6 receptor inhibitors, primary screen, cell-based, beta-arrestin, luminescence, CHO-K1 PathHunter, 1536-well | C-X-C chemokine receptor type 6 (Homo sapiens), O00574 | inhibition, % at 20 µM | actives 0.36% (n = 360,000); in the data active = inhibition above about 34%, passing the limit was not always enough;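 also: antagonist mode with CXCL16 agonist at 10 nM final; 0% = 10 nM CXCL16 with DMSO and 100% = unstimulated wells without agonist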
# Target sequence (O00574 whole entry, looked up): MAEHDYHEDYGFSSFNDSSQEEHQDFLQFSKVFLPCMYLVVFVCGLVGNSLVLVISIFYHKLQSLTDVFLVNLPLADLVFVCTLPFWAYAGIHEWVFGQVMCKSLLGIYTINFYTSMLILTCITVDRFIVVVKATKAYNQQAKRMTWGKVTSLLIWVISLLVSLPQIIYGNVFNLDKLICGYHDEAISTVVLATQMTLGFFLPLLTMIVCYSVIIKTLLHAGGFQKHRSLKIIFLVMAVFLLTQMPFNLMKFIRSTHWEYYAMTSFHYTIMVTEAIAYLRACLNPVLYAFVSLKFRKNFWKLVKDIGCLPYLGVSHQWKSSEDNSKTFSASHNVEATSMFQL
# * = called active by the depositor; . = no result given.
SMILES,CCR6 antagonist,ATG4B inh,EBI2 antag,APJ antagonist,UBC13 inh,Gli-Sufu block,APJ ag,CXCR6 inh
Cc1nc2ccc(NC(=O)c3sccc3C)cc2s1,-9.1,-15.0,-10.8,0.2,7.6,-0.9,-2.1,-10.5
Cc1onc(-c2c(F)cccc2Cl)c1C(=O)N1CCSCC1,5.5,7.3,2.6,7.8,2.8,3.6,1.0,-1.4
CCCCCC(=O)Nc1ccc(S(=O)(=O)Nc2nccnc2OC)cc1,5.4,3.5,-11.2,0.2,5.7,-24.3,-0.7,-2.6
CCN(CC(=O)Nc1c(F)cccc1F)C(=O)C1(c2ccccc2)CC1,19.3,0.8,-2.4,26.7,3.5,11.2,-7.6,9.0
CCOC(=O)C1=C(COc2ccc(C)cc2)NC(=O)NC1c1cc(C)ccc1C (stereo not drawn),5.6,-2.4,3.6,0.8,-7.8,-5.1,-5.5,-0.6
COc1cccc(/C=C2\SC(=S)N(NS(=O)(=O)c3ccc(C)cc3)C2=O)c1OC,.,.,-4.5,18.4,-12.3,.,-3.0,7.3
Cc1ccc(Cl)c(N/C=C/C(=O)c2ccccc2)c1,11.4,-4.1,11.2,14.5,0.8,-86.1,-1.5,-0.7
COc1ccc(CNC(N)=O)cc1,0.3,-6.8,-10.2,-5.9,5.5,-4.9,-1.0,-3.0
O=C(CN(Cc1ccccc1Cl)C(=O)c1csnn1)NCc1ccc(F)cc1,8.1,-0.8,6.6,11.2,0.2,-12.4,-1.5,3.0
CS(=O)(=O)N1CCC(C(=O)c2cccc(Cl)c2)CC1,-5.4,23.7,-16.3,-3.4,9.2,0.5,-4.6,-2.0
Cc1cc(=O)[nH]c(N2CCCC2)n1,-8.4,-1.6,6.8,1.1,6.8,-0.4,-1.6,-13.7
CC(C)OCCCNC(=S)N1CCC(C(=O)c2ccc(Cl)cc2)CC1,3.1,-2.4,28.1,-7.0,1.7,5.8,2.8,-20.6
O=C1NC(=O)C2(C=C(c3ccccc3)C(O)(c3ccccc3)C2)N1 (stereo not drawn),-2.6,-1.0,-3.8,.,.,3.1,.,1.4
CCN1C(=O)/C(=C/c2cn(C)nc2C)SC1=S,16.6,1.8,-6.0,11.6,-20.2,4.3,-3.6,6.2
CCN1CNC(=S)N(c2cccc(C)c2)C1,3.9,-9.8,4.9,-10.4,4.6,-2.4,-3.3,-10.3
O=[N+]([O-])c1cc(C(F)(F)F)ccc1NN=C1CCCC1,-0.4,1.1,-4.0,13.4,-14.9,-2.7,-0.8,0.7
CCOC(=O)CSc1ccc2nnc(CCNS(=O)(=O)c3ccc(C)cc3)n2n1,18.9,0.3,-2.9,-2.9,0.5,-9.6,-1.1,-4.3
CSc1ccccc1NC(=O)C1=CC(c2ccc(C)cc2)=NS(=O)(=O)N1C,20.1,-18.2,13.1,22.5,-5.3,25.1,3.6,11.9
CCNC(=O)Cc1ccc(NS(=O)(=O)c2ccc(F)cc2)cc1,16.2,-2.8,0.0,-4.8,4.4,1.4,0.7,0.3
COc1ccc(NC(=O)C2CC(c3cc(OC)c(OC)c(OC)c3)=NO2)cc1OC (stereo not drawn),7.8,-1.2,-16.8,6.7,-12.8,1.1,-1.2,-7.3
C=CCOC(=O)C1=C[C@@H](c2cn(C(C)=O)c3ccccc23)C[C@@H](OCc2ccc(CO)cc2)O1,21.4,-15.2,7.5,5.3,17.9,1.4,-4.7,2.6
CCOC(=O)C1CCN(c2ncnc3nc[nH]c23)CC1,13.7,-1.6,-7.6,17.3,32.8,0.4,-3.0,5.6
COC(=O)/C=C/c1ccsc1NC(C)=O,1.9,13.0,-1.8,11.4,-28.2,21.6,-3.2,-4.7
COc1ccc(CCC(=O)Nc2ccc(S(=O)(=O)N3CCCC3)cc2)cc1OC,3.8,-40.7,-6.9,-8.8,3.9,2.5,-4.3,5.0
O=C(O)Cc1nn(Cc2ccc(Cl)cc2)c(=O)c2ccccc12,0.6,-4.6,-4.1,1.3,4.6,-1.5,-3.8,2.1
Nc1c(Cl)cnc(C(Cl)(Cl)Cl)c1Cl,-24.4,20.3,-4.2,-23.7,9.4,-0.1,-0.3,-13.6
Cc1ccc(S(=O)(=O)NCC(=O)OCc2ccccc2)cc1,9.5,-3.3,-7.5,9.9,-6.2,11.9,0.2,-5.8
Cc1ccc(CN2C(=O)c3ccccc3Sc3ccc(C(=O)NCCCN4CCOCC4)cc32)cc1,13.2,-3.2,8.7,8.2,8.4,-18.1,-2.4,6.1
Cc1cc(CNCc2cn(C)nc2-c2ccc(Oc3ccccc3)cc2)on1,8.0,18.1,5.4,1.1,2.2,27.9,-1.9,-8.7
Cc1c(NC(=O)c2ccccc2NS(=O)(=O)c2ccc(F)cc2)c(=O)n(-c2ccccc2)n1C,0.7,-12.2,-5.2,6.0,-9.6,-5.0,-1.1,-1.2

# Individual results from the list.
# Cc1ccc(CN2C(=O)c3ccccc3Sc3ccc(C(=O)NCCCN4CCOCC4)cc32)cc1 @ CXCR6 inh = 6.1
# Cc1cc(CNCc2cn(C)nc2-c2ccc(Oc3ccccc3)cc2)on1 @ CXCR6 inh = -8.7

# (continued)
SMILES,CCR6 antagonist,ATG4B inh,EBI2 antag,APJ antagonist,UBC13 inh,Gli-Sufu block,APJ ag,CXCR6 inh
COc1ccc(Cl)cc1NC(=O)CN(C)CC(=O)NC(C)c1ccccc1 (stereo not drawn),4.3,-7.0,-6.9,-15.7,5.3,2.0,-3.0,-3.3
Cc1cc(C)c(S(=O)(=O)N2CCOC2CNC(=O)C(=O)NCCCN2CCOCC2)c(C)c1 (stereo not drawn),-0.2,0.1,-15.0,-15.4,3.0,5.3,-2.3,-1.6
COc1ccc(OC)c(S(=O)(=O)NC(C)c2ccc(-n3ccnc3)cc2)c1 (stereo not drawn),1.7,-6.9,-0.1,4.9,2.2,5.5,-3.9,1.1
N#Cc1ccc(CN2CCN(CC(=O)Nc3ccccc3C(=O)NC3CC3)CC2)cc1,6.2,-20.4,2.4,-5.5,-2.9,-0.7,-1.0,2.8
Cc1cc(C)c(-c2csc(NC(=O)/C=C/c3cccs3)n2)c(C)c1,6.4,18.7,25.6,-2.9,-10.3,-0.2,-2.3,-4.9
COc1cccc(CC(NC(C)=O)C(=O)NC2CCN(S(=O)(=O)c3ccc(C)cc3)CC2)c1OC (stereo not drawn),-10.3,-6.1,-1.7,-5.8,3.4,5.2,-1.2,0.7
Cc1nn(Cc2ccccc2)c(Cl)c1C(=O)OCc1nnc(-c2ccc(Cl)cc2)o1,20.1,-8.2,23.5,-2.1,8.9,20.9,-3.9,0.6
COc1ccc(OC)c(-c2cc(C3CCN(c4ncccc4[N+](=O)[O-])CC3)[nH]n2)c1,23.5,11.1,10.8,10.3,8.3,-11.9,0.1,17.0
O=C(NCN1C(=O)C2C3C=CC(C3)C2C1=O)Nc1nccs1 (stereo not drawn),14.0,-6.6,10.6,-17.2,12.6,-9.2,-5.6,7.3
O=C(COC(=O)CNC(=O)c1ccco1)Nc1ncc(Cl)cc1Cl,7.4,6.5,1.4,-4.4,-11.3,-1.3,-4.3,-14.8

# Brought forward from above: four compounds, then new ones.
SMILES,CCR6 antagonist,ATG4B inh,EBI2 antag,APJ antagonist,UBC13 inh,Gli-Sufu block,APJ ag,CXCR6 inh
Cc1nn(Cc2ccccc2)c(Cl)c1C(=O)OCc1nnc(-c2ccc(Cl)cc2)o1,20.1,-8.2,23.5,-2.1,8.9,20.9,-3.9,0.6
COc1ccc(OC)c(-c2cc(C3CCN(c4ncccc4[N+](=O)[O-])CC3)[nH]n2)c1,23.5,11.1,10.8,10.3,8.3,-11.9,0.1,17.0
O=C(NCN1C(=O)C2C3C=CC(C3)C2C1=O)Nc1nccs1 (stereo not drawn),14.0,-6.6,10.6,-17.2,12.6,-9.2,-5.6,7.3
O=C(COC(=O)CNC(=O)c1ccco1)Nc1ncc(Cl)cc1Cl,7.4,6.5,1.4,-4.4,-11.3,-1.3,-4.3,-14.8
O=C(CN1CCc2ccccc21)NN1CC(=O)N(c2ccc(Cl)cc2)CC1=O,10.4,-9.9,-2.7,11.6,5.0,7.2,-1.2,-12.1
Cc1cccc(NC(=O)Nc2ccc(F)cc2)n1,-2.5,2.0,1.0,7.9,5.0,-27.1,-0.6,-3.3
Cc1ccc(S(=O)(=O)N2CCC[C@H]2C(=O)OCc2cc(=O)oc3cc(C)ccc23)cc1,8.8,-5.9,8.2,-3.2,-1.5,0.9,-4.3,-4.1
Cc1cnc2c(c1)C(=O)c1ccccc1-2,4.8,-1.4,0.8,15.6,-7.4,0.9,0.0,0.0
Cc1nn(C)c(Oc2ccccc2)c1CCNS(=O)(=O)c1ccccc1,10.2,3.5,4.3,-0.9,-3.5,4.3,-0.3,-19.5
O=C(CN1C(=O)NC2(CCOc3ccccc32)C1=O)c1cccs1 (stereo not drawn),2.1,2.2,12.6,7.9,-3.9,1.4,-2.8,-4.8
COc1ccc(/C=N/N(c2ccccc2)c2ccccc2)cc1O,4.9,6.4,29.6,-4.6,-13.7,2.8,3.0,12.7
O=C(NCCCN1CCOCC1)c1onc(CSc2ccccn2)c1C(=O)NCCCN1CCOCC1,3.5,-1.9,0.2,-7.3,-3.0,-6.8,7.4,0.8
CN(CCCC(=O)N1CCCC(C(N)=O)C1)S(=O)(=O)c1ccc(F)cc1 (stereo not drawn),6.9,-9.7,9.1,-1.1,6.9,-11.1,-2.5,-1.7
CCn1c2ccc(F)cc2c2nnc(NN)nc21,-3.6,5.9,-11.2,0.2,-8.9,3.5,3.0,-4.8
O=C(NCCN1C(=O)S/C(=C/c2cccnc2)C1=O)C1=NN(c2ccccc2)C(=O)CC1,15.8,-16.5,-3.5,-23.9,-26.2,0.0,-0.3,-9.5
CCCCn1c(N)c(N(CCC(C)C)C(=O)C2CCN(C(=O)c3ccccc3C)CC2)c(=O)[nH]c1=O,3.6,3.3,-11.5,13.5,-7.9,-24.4,14.0,5.1
CN(C)c1cccc(C(=O)N(C)C2CCCN(Cc3ccccc3F)C2)c1 (stereo not drawn),7.0,6.0,3.9,8.1,3.2,-4.9,0.9,3.4
CCOC(=O)N1CCN(CC(O)COc2c(C)cc(C)cc2C)CC1 (stereo not drawn),5.6,5.9,23.7,6.1,-0.7,0.7,-3.3,-0.8
CCOC(=O)CN(C(=O)COc1nc(C)cc(C)c1C#N)c1ccc(F)cc1,-10.3,-5.5,-0.1,22.0,-1.4,-9.2,-0.3,2.9
CCOc1ccc(C(=O)CCC(=O)NC(CC(C)C)C(=O)OC)cc1 (stereo not drawn),11.6,-13.7,-5.9,-3.7,2.1,0.9,-3.1,9.2
COc1ccc(OC)c(NC(=O)NCCc2cccc(Cl)c2)c1,6.0,4.7,6.6,-0.9,7.3,1.1,-3.9,4.7
CCN(CC)CCN(C(=O)CCS(=O)(=O)c1ccccc1)c1nc2c(C)cc(C)cc2s1,6.2,-4.0,-1.1,20.2,9.7,13.6,-2.1,-3.0
CCCCC(CCC(=O)Nc1ccccc1C(=O)OCC)C(=O)O (stereo not drawn),-8.8,7.8,-0.7,14.5,5.3,-0.5,0.9,-8.9
COc1ccc(C(=O)OCC(=O)Nc2ccc([N+](=O)[O-])cc2OC)c(O)c1,-0.4,6.7,2.9,8.5,0.9,11.8,-4.4,-3.0
CC1(C)NC(=O)N(CC(=O)OCC(=O)Nc2sccc2C#N)C1=O,0.5,-5.0,6.0,0.7,-0.7,-2.2,-2.3,-2.2
Cc1nc2ccccc2c2ncccc12,-1.1,-6.2,-3.1,-16.9,-4.4,-1.9,-3.2,1.1
